Source: PubChem BioAssay
ASAP1 inh = blocks human ASAP1-stimulated Arf1 GTP hydrolysis. Q9ULH1. GDP FP detection. inhibition, % at 16.5 µM. 360,000 tested, 0.19% active; in the data active = inhibition above about 25%;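 also: 0% = vehicle with enzyme and substrate and 100% = no enzyme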
Target sequence (Q9ULH1 325-724 limits assumed): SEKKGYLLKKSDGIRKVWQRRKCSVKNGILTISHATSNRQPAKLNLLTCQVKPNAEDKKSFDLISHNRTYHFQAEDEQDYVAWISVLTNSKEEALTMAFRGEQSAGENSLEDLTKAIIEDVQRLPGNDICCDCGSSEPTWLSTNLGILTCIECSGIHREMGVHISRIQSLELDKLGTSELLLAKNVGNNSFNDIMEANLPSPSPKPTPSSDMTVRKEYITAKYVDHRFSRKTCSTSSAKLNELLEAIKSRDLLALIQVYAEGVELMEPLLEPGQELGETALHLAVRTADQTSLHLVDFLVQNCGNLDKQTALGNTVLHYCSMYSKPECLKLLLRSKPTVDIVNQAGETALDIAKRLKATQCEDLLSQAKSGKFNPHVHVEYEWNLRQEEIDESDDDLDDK
proKLK7 act = proKLK7 (human) activation, primary screen; P49862; purified proKLK7, EDANS-DABCYL substrate fluorescence; 100% is mature enzyme control, 0% vehicle; activation, % at 7 µM; 370,000 tested, 0.9% active; AID 652039;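 active = activation above the mean of all tested compounds plus 3 SD, computed per campaign excluding outliers beyond control limits, cut at about 13% in these data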
Target sequence (P49862 whole entry, looked up): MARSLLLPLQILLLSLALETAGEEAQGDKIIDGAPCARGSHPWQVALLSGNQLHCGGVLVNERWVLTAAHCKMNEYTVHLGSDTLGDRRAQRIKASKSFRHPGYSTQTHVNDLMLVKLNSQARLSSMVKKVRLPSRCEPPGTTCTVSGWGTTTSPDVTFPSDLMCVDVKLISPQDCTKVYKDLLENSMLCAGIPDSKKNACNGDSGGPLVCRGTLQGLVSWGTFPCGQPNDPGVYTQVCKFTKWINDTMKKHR
GAA850 FXN act = activators of GAA850 frataxin (FXN) promoter; HEK293 lucGAA850 FXN promoter luciferase reporter, 24 h; percent of 10 µM SAHA response; activation, % at 6 µM; 360,000 tested, 0.56% active;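 active = activation above the average of all compounds screened plus 3 SD, cutoff fixed separately per campaign, cut at about 7.5% in these data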;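 also: 0% = DMSO wells and 100% = 10 µM SAHA wells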
NPR2 activator = GC-B (human) receptor activation; HEK293-GC-B cells, CNP EC30, cGMP TR-FRET; 0% at EC30 CNP, 100% saturating CNP; 370,000 tested, 0.11% active; P20594; activation, % at 10 µM;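 active = activation at 10 µM reaching about 35% in either raw or pattern-adjusted values, limit read from the data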
rCAG RNA binder = r(CAG) repeat RNA binding; AID 651821; inhibition, % at 3 µM; 370,000 tested, 1.3% active; TO-PRO-1 dye displacement fluorescence;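 active = inhibition above the plate cutoff, the mean of all test compounds on that plate plus 3 SD, cut at about 35% in these data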;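 also: 0% = DMSO alone and 100% = 100 µM mitoxantrone as full dye displacement; higher means more dye released from RNA so lower well fluorescence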
ARFGAP1 inh = inhibits rat ARF GTPase activating protein 1; inhibition, % at 16.5 µM; 360,000 tested, 0.26% active; Arfgap1-stimulated ARF1 GTP hydrolysis, GDP FP detection;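 active = inhibition above a per-plate limit, mean inhibition of low control wells plus 3 SD, cut at about 25% in these data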;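 also: 0% = DMSO wells with enzyme and 100% = wells lacking Arfgap1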
Target sequence (Q62848 1-136 limits assumed): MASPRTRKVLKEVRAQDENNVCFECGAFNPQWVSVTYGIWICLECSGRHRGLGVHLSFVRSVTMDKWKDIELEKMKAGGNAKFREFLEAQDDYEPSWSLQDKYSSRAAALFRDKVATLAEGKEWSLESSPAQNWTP
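Material: rat Arfgap1 GAP domain (His6, aa 1-136), purified enzyme. Also added: human ARF1(Δ1-17)-GTP substrate. Compound dosing: 16.5 µM single point, 1.26% DMSO. Timing: enzyme reaction 120 min at 25 °C after 20 min preincubation. Signal: GDP detection by fluorescence polarization. Read-out basis: percent inhibition of GAP-stimulated GDP formation, scaled between DMSO and no-Arfgap1 medians.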
sPLA2-III inh = Blocks human group III sPLA2 activity | inhibition, % at 12.2 µM | QFRET BODIPY PC-A2 liposome hydrolysis, fluorescence | 370,000 tested, 0.56% active;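 active = inhibition above mean plus 3 SD of compounds lying within the high and low control bounds, cut at about 19% in these data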;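 also: 0% = median of test compound wells and 100% = no enzyme DMSO wells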
DDE Tn6 FP inh = DD(E)-Tn6 binding inhibition, primary FP screen. P02675. Fibrin DD(E) TRITC-Tn6 fluorescence polarization displacement. inhibition, % at 8.3 µM. 370,000 tested, 0.21% active;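 active = inhibition above a per-campaign cutoff: mean of compounds within control limits plus 3 SD, cut at about 15% in these data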;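 also: 0% = median of all compound wells on the plate and 100% = blocking peptide control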
ADAM10 inh = inhibitors of human ADAM10. AID 720582. inhibition, % at 7 µM. recombinant ADAM10, EDANS/DABCYL FRET peptide cleavage, 3 h. 370,000 tested, 0.62% active. O14672;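 active = inhibition above a per-campaign cutoff equal to the mean of compounds falling between control-based bounds plus 3 SD, cut at about 20% in these data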;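 also: 0% = DMSO wells while the 100% control is not disclosed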
NPR1 activator = GC-A (human) enzyme activation. P16066. HEK293 GC-A cells, cGMP TR-FRET, EC30 ANP; 0% at EC30 ANP, 100% saturating ANP. activation, % at 10 µM. 370,000 tested, 0.14% active. AID 1671463; in the data active = activation above about 40%
* = called active by the depositor; · = no result given. Outcome played no part in choosing rows, and some 4.5% of all compounds hit somewhere here.

Below each SMILES – ASAP1 inh | proKLK7 act | GAA850 FXN act | NPR2 activator | rCAG RNA binder | ARFGAP1 inh | sPLA2-III inh | DDE Tn6 FP inh | ADAM10 inh | NPR1 activator
> CCc1ccc(/C=C2/SC(=S)N(CCCC(=O)Nc3cccc(C(=O)O)c3)C2=O)cc1
  -18 | -0.9 | -6.5 | 0 | 11 | -5 | -3 | -6 | -9 | 5
> Cc1cc(NC(=O)CSc2nnc(N)s2)c([N+](=O)[O-])cc1C
  11 | 0.1 | 1.3 | -1 | 6 | -4 | -8 | -5 | 8 | 2
> COc1cccc(OC)c1OCCCOc1c(OC)cccc1OC
  -11 | -0.3 | 0.1 | -9 | -10 | -12 | -3 | 2 | -4 | -7
> CC(=O)c1cnc(Oc2cc(Cl)ccc2Cl)nc1C
  -9 | -0.2 | 1.2 | 5 | -3 | -1 | 1 | 10 | -4 | 1
> COc1ccc(OCC(O)CN2CCCCCC2)cc1 (stereo not drawn)
  -1 | 0.0 | -0.2 | 3 | 0 | 17 | -2 | 6 | 1 | -3
> CCc1nc2sc3c(c2c(=O)n1NC(=O)CCl)CCCC3
  -11 | -0.1 | -2.5 | 5 | 2 | 10 | 8 | 4 | -5 | 2
> Cc1[nH]c(C)c(S(=O)(=O)N2CCN(c3ccccc3)CC2)c1C(=O)N1CCCC1
  -4 | -0.4 | 3.2 | 2 | 0 | -8 | -1 | 1 | -3 | -3
> O=C(CS(=O)(=O)Cc1ccccc1)Nc1nc2c(s1)CCCC2
  -1 | -0.2 | -1.9 | -5 | 1 | -5 | -16 | -2 | -10 | 0
> CCCCOC(=O)Nc1nnc(CCOCC)s1
  1 | 0.1 | 0.7 | 2 | -6 | 7 | 3 | 5 | -8 | 1
> COC(=O)c1cc([N+](=O)[O-])c(-n2ccnc2)c([N+](=O)[O-])c1
  4 | -0.4 | -0.7 | -6 | 2 | -2 | -4 | 0 | 2 | 0
> COC(=O)COc1cccc2c(=O)n(CC(=O)NCCc3ccc(OC)c(OC)c3)ccc12
  4 | 0.4 | -0.5 | 4 | 0 | -15 | -2 | -3 | -14 | 4
> O=C(NCCC1CCCCN1S(=O)(=O)c1ccccc1)C(=O)Nc1ccc(F)cc1 (stereo not drawn)
  -5 | -0.5 | 0.7 | -3 | -3 | 13 | 8 | 1 | -11 | 3
> COc1cccc(NC(=S)Nc2cccnc2)c1
  3 | -0.5 | -2.4 | 2 | 0 | 1 | 8 | -1 | -2 | -1
> O=C(NCCCN1CCCC1=O)C1CCN(S(=O)(=O)c2ccc(Cl)cc2)CC1
  -3 | 0.1 | 0.8 | -1 | 2 | -19 | 1 | 2 | 2 | 0
> O=C(NC1CCCCC1)C(c1ccc2ncccc2c1)N(Cc1ccc2c(c1)OCO2)C(=O)c1cccs1 (stereo not drawn)
  10 | -0.1 | -2.5 | -8 | -1 | 20 | 1 | 6 | 4 | -10
> Cc1ccc(-c2ccc(CCC(=O)O)n2NC(=O)c2ccc([N+](=O)[O-])cc2)cc1
  -9 | -0.6 | -0.4 | 0 | 6 | 12 | -17 | 4 | 5 | 4
> C=CCC(NCc1ccccc1)c1ccc(C)o1 (stereo not drawn)
  1 | 0.0 | 0.1 | -7 | -4 | -4 | -1 | 0 | 2 | -8
> CCOC(=O)c1c(NC(=O)COC(=O)c2nc(Cl)ccc2Cl)sc2c1CCC2
  2 | 0.2 | 3.5 | 4 | 3 | 9 | 12 | -3 | -2 | 0
> Cc1ccc(S(=O)(=O)N(CC(O)CN2C(=O)NC(C)(C)C2=O)c2cccc([N+](=O)[O-])c2)cc1 (stereo not drawn)
  2 | -0.4 | -1.7 | 8 | 5 | -6 | 3 | 2 | 8 | 3
> CCCn1c(N)c(C(=O)CSc2n[nH]c(-c3ccc(C)cc3)n2)c(=O)[nH]c1=O
  14 | -0.7 | -2.0 | 4 | 5 | -11 | 1 | -1 | -7 | 3

Compound profiles, as listed above. Screens in order: ASAP1 inh | proKLK7 act | GAA850 FXN act | NPR2 activator | rCAG RNA binder | ARFGAP1 inh | sPLA2-III inh | DDE Tn6 FP inh | ADAM10 inh | NPR1 activator
O=C(CS(=O)(=O)Cc1ccccc1)Nc1nc2c(s1)CCCC2 is listed with -1 | -0.2 | -1.9 | -5 | 1 | -5 | -16 | -2 | -10 | 0
COC(=O)COc1cccc2c(=O)n(CC(=O)NCCc3ccc(OC)c(OC)c3)ccc12 is listed with 4 | 0.4 | -0.5 | 4 | 0 | -15 | -2 | -3 | -14 | 4
CCc1ccc(/C=C2/SC(=S)N(CCCC(=O)Nc3cccc(C(=O)O)c3)C2=O)cc1 is listed with -18 | -0.9 | -6.5 | 0 | 11 | -5 | -3 | -6 | -9 | 5
CCc1nc2sc3c(c2c(=O)n1NC(=O)CCl)CCCC3 is listed with -11 | -0.1 | -2.5 | 5 | 2 | 10 | 8 | 4 | -5 | 2

Carrying on:
Below each SMILES – ASAP1 inh | proKLK7 act | GAA850 FXN act | NPR2 activator | rCAG RNA binder | ARFGAP1 inh | sPLA2-III inh | DDE Tn6 FP inh | ADAM10 inh | NPR1 activator
> O=C(CCN1C(=O)c2cccc3cccc(c23)C1=O)N1CCN(c2ccccc2F)CC1
  -3 | -0.1 | -0.4 | -3 | 0 | -6 | -1 | 2 | -5 | -2
> O=C(NC1CC1)c1ccc(-c2ccc3nccn3c2)cc1
  1 | 0.3 | 3.8 | -6 | 0 | -19 | -1 | -1 | -30 | 3
> CN(C)C(=O)C12CCC(C)(c3nc4ccccc4nc31)C2(C)C (stereo not drawn)
  6 | 0.3 | 0.0 | -5 | 0 | -2 | -1 | 2 | -2 | -1
> COc1ccc(N(CC(=O)N2CCN(c3ccc(Cl)cc3)CC2)S(=O)(=O)c2c(C)n[nH]c2C)cc1
  2 | -0.3 | -0.6 | 6 | 0 | 9 | -5 | -1 | 5 | -5
> CCCc1c(NC(=O)Nc2ccc(Cl)cc2Cl)cnn1-c1ccccc1
  -7 | -0.2 | -4.9 | -1 | -8 | 10 | -4 | -2 | -5 | 3
> NS(=O)(=O)c1ccc(CNC(=O)c2cc(-c3cccnc3)nc3ccc(Br)cc23)cc1
  6 | 0.0 | 2.7 | -8 | 26 | 11 | -6 | -2 | 6 | 0
> O=C(NCCCn1ccnc1)c1cc(C(=O)C2CCCCC2)c[nH]1
  9 | -0.1 | 3.4 | -2 | -6 | 17 | 0 | 4 | 3 | 3
> NS(=O)(=O)c1cccc(NC(=O)COC(=O)/C=C/c2nc3ccccc3s2)c1
  -3 | 0.2 | -0.3 | -6 | 7 | -9 | -23 | -2 | -87 | -1
> Cc1ccc(S(=O)(=O)NN2C(=O)/C(=C/c3cccc(F)c3)SC2=S)cc1
  -10 | 0.0 | 0.4 | 1 | 75* | 2 | -16 | -2 | 5 | 2
> O=C(NNC(=O)c1ccccc1[N+](=O)[O-])Nc1ccc(Cl)cc1
  6 | 0.3 | 2.2 | -5 | 2 | 4 | -22 | 4 | 7 | -5
> CC(C)(C)C(=O)NC(=S)Nc1sc2c(c1C#N)CCCCC2
  4 | -0.4 | 4.0 | 3 | 6 | 0 | 22* | 3 | -8 | -2
> COc1ccc(CN2C(=O)CN(S(C)(=O)=O)CC2(C)C(=O)Nc2ccc3c(c2)OCCO3)cc1OC (stereo not drawn)
  -4 | -0.5 | · | 3 | 5 | -1 | -1 | 4 | -10 | 0
> Cc1ccc(S(=O)(=O)Cc2nc3ccccc3c(=O)[nH]2)cc1
  -4 | -0.6 | 1.3 | -6 | 0 | -9 | -3 | -5 | -6 | -7
> CCc1ccc2c(c1)NC(=O)C2(C)Cc1ccc(C(F)(F)F)o1 (stereo not drawn)
  4 | -0.9 | 0.2 | -10 | -1 | 4 | 6 | 7 | 5 | -7
> CC(=O)OC(Cn1nc(C)cc1C)c1ccccc1 (stereo not drawn)
  -1 | 0.4 | -1.9 | 4 | -2 | -2 | 6 | -3 | 0 | 0
> Cc1ccc(NC(=S)NC(NC(=O)c2ccccc2)C(Cl)(Cl)Cl)c(C)c1 (stereo not drawn)
  4 | -0.8 | -15 | -3 | 7 | 8 | -2 | -6 | 16 | -11
> O=C1CCC([N+](=O)[O-])C(c2ccc(-c3ccccc3)cc2)N1 (stereo not drawn)
  -12 | 0.7 | 1.6 | 3 | -3 | -4 | -2 | 5 | -6 | 1
> COc1ccccc1CN(C)C(=O)c1ccccc1Sc1ccccc1C#N
  -11 | 0.4 | -0.3 | 3 | -8 | -1 | -3 | 1 | 6 | -8
> CCCCNC(=O)C1c2cc(OC)c(OC)cc2C(=O)N(C)C1c1ccc(OC)cc1 (stereo not drawn)
  2 | -0.4 | -0.9 | -7 | -3 | -3 | 3 | 0 | -11 | -10
> Cc1cc(C)c(C#N)c(Nc2cccc(C)c2C)n1
  14 | 0.7 | -0.1 | 4 | -6 | -8 | 2 | 5 | -6 | -2

(continued)
Compound | ASAP1 inh | proKLK7 act | GAA850 FXN act | NPR2 activator | rCAG RNA binder | ARFGAP1 inh | sPLA2-III inh | DDE Tn6 FP inh | ADAM10 inh | NPR1 activator
Cc1cc(SCC(=O)N2CCCC2=O)nc2ccccc12 | -8 | 0.2 | -1.1 | -3 | 2 | 3 | -9 | -2 | -2 | 1
CC1CCN(S(=O)(=O)c2ccc3c(c2)n(C)c(=O)n3C)CC1 | 0 | 0.3 | 0.9 | 5 | -6 | 6 | -2 | 1 | 0 | -1
CN(C(=O)COc1ccc(Cl)cc1Cl)c1nnc(C23CC4CC(CC(C4)C2)C3)s1 | 6 | 0.6 | -0.3 | 4 | 3 | 10 | -2 | -14 | -3 | 1
O=C(Nc1nc(-c2cccc3ccccc23)cs1)c1ccc2c(c1)S(=O)(=O)c1ccccc1C2=O | -8 | 0.0 | 0.1 | 0 | 9 | 34* | 10 | -5 | -9 | -3
C=C(C)[C@@H]1CC=C(CN2CCC(CCOC)(C(=O)OCC)CC2)CC1 | -1 | 0.2 | 0.2 | 4 | -9 | -1 | 11 | -9 | -5 | 4
CC1CN(C(=O)CCC(=O)NCCCc2ccccc2)c2ccccc2O1 (stereo not drawn) | -6 | 0.0 | -0.8 | -4 | -2 | -3 | -4 | 3 | -7 | -2
CCOc1ccc(NC(=O)C2C(c3ccccc3)C2(Cl)Cl)cc1 (stereo not drawn) | 0 | -0.1 | -0.1 | 4 | 0 | 2 | -12 | 0 | 20* | -1

ADAM10 inh, hit marks shown above
SMILES,ASAP1 inh,proKLK7 act,NPR2 activator,ARFGAP1 inh,sPLA2-III inh,DDE Tn6 FP inh,ADAM10 inh,NPR1 activator
CCOc1ccc(NC(=O)C2C(c3ccccc3)C2(Cl)Cl)cc1 (stereo not drawn),0,-0.1,4,2,-12,0,20*,-1
